Assay outcomes: PubChem, National Center for Advancing Translational Sciences (NCATS)
APEX1 inh = qHTS Assay for Inhibitors of the Human Apurinic/apyrimidinic Endonuclease 1 (APE1); recombinant APE1, TAMRA/BHQ-2 abasic DNA cleavage fluorescence; Potency, µM (highest dose often 65.8 µM), for the others: at the top dose activity change, negative = inhibition, actives largely listed as inhibitors; 0.35% of 350,000 active;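 also: plate controls were vehicle for no effect and reference inhibitor for full effect; nearly all actives have a fitted effect of over 55% in size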
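Compound pre-exposure to 0.75 nM APE1, 15 min at ambient temperature. Reaction initiated with 50 nM TAMRA/BHQ-2 THF substrate, read immediately in kinetic mode, 525 nm excitation, 598 nm emission.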
POLK inh = qHTS for Inhibitors of Polymerase Kappa; DNA polymerase kappa (Homo sapiens), Q9UBT6; purified Pol kappa, fluorescent DNA synthesis assay, 10 min; Potency, µM (top dose mostly 107 µM), inactives show at the top dose activity, negative = inhibition, most hits filed as inhibitors; 0.53% of 400,000 active; also: % is scaled to controls: 0 for no effect and ±100 for the full control effect
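First, compounds were pin-transferred onto 10 nM Pol kappa. After 15 min at room temperature, substrate was added to 50 nM final. Fluorescence was then measured kinetically at 0 and 10 min.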
POLB inh = qHTS Assay for Inhibitors of DNA Polymerase Beta; Potency, µM (titrated, usually from 114 µM), for inactives: at the top dose activity change, negative = inhibition, most hits filed as inhibitors; AID 485314, 2010; Pol beta primer extension/strand displacement, fluorescence kinetic; 1.3% of 340,000 active; P06746; also: % is scaled to controls: 0 for no effect and ±100 for the full control effect
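Human Pol beta at 10 nM; strand-displacement substrate 50 nM final. Compound exposure 15 min at room temperature before start, reaction 10 min at room temperature.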
POLI inh = qHTS for Inhibitors of Polymerase Iota | Potency, µM (series often up to 115 µM), without a hit: at the highest dose activity, negative = inhibition, most hits filed as inhibitors | AID 588590, 2011 | DNA polymerase iota (Homo sapiens), Q9UNA4 | Pol iota fluorescent replication assay, 10 min | 1% of 390,000 active
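Fluorescent replication assay read twice, at 0 min and 10 min after adding 50 nM (final) substrate. Enzyme (10 nM) and compounds were first incubated 15 min at room temperature; enzyme-free buffer wells were negative controls.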
BLM inh = qHTS Assay for Inhibitors of Bloom's syndrome helicase (BLM); RecQ-like DNA helicase BLM (Homo sapiens), P54132; recombinant BLM DNA unwinding, fluorescence dequenching; Potency, µM (top dose mostly 56.1 µM), inactives show at the highest dose activity change, negative = inhibition, actives largely listed as inhibitors; 0.2% of 350,000 active;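 also: plate controls were vehicle for no effect and no enzyme for full effect; nearly all actives have a fitted effect of over 35% in size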
G9a inh = qHTS Assay for Inhibitors of Histone Lysine Methyltransferase G9a; Histone-lysine N-methyltransferase EHMT2 (Homo sapiens), Q96KQ7; G9a H3K9 monomethylation, AlphaScreen, 2 h; Potency, µM (top dose mostly 102 µM), without a hit: at the highest dose activity, negative = inhibition, hits mostly inhibitors; 8.8% of 350,000 active; also: % is scaled to controls: 0 for no effect and ±100 for the full control effect; nearly all actives have a fitted effect of over 75% in size
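Using a bead-based AlphaScreen, monomethylated H3K9 product from 2 h room-temperature reactions (G9a 20 nM, peptide 500 nM, SAM 20 uM) was detected with 0.5 ug/mL rabbit anti-H3K9me1 antibody.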
BAZ2B block = qHTS Assay for Inhibitors of BAZ2B; Bromodomain adjacent to zinc finger domain protein 2B (Homo sapiens), Q9UIF8; AlphaScreen BAZ2B-H3K14Ac peptide displacement; Potency, µM (doses to about 114 µM), without a hit: at the highest dose activity change, negative = inhibition, usual class: inhibitors; 4.4% of 360,000 active; AID 504333, 2011; also: % is scaled to controls: 0 for no effect and ±100 for the full control effect; nearly all actives have a fitted effect of over 60% in size
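AlphaScreen luminescence quantifies BAZ2B engagement of H3K14Ac peptide; the protein and biotinylated peptide are both at 50 nM final, buffer PBS pH 7.4 with 0.01% Tween-20, all steps at room temperature.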
POLH inh = qHTS for Inhibitors of Polymerase Eta; Potency, µM (highest dose often 114 µM), without a hit: at the highest dose activity change, negative = inhibition, usual class: inhibitors; DNA polymerase eta (Homo sapiens), Q9Y253; 1.2% of 390,000 active; recombinant Pol eta, fluorescent DNA replication assay; AID 588591, 2011; also: % is scaled to controls: 0 for no effect and ±100 for the full control effect
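Fluorescent replication assay: 50 nM final substrate added after a 15 min room-temperature compound preincubation with 10 nM enzyme. Signal taken at 0 min and again at 10 min.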
JMJD2A Tudor = qHTS Assay for Inhibitors of JMJD2A-Tudor Domain; Lysine-specific demethylase 4A (Homo sapiens), O75164; AlphaScreen JMJD2A-Tudor / H3K4me3 peptide binding; Potency, µM (highest dose often 114 µM), inactives show top-dose activity change, negative = inhibition, hits mostly inhibitors; 4.4% of 390,000 active; also: % is scaled to controls: 0 for no effect and ±100 for the full control effect; nearly all actives have a fitted effect of over 50% in size
Target sequence (O75164 whole entry, looked up, the tested form may be a part): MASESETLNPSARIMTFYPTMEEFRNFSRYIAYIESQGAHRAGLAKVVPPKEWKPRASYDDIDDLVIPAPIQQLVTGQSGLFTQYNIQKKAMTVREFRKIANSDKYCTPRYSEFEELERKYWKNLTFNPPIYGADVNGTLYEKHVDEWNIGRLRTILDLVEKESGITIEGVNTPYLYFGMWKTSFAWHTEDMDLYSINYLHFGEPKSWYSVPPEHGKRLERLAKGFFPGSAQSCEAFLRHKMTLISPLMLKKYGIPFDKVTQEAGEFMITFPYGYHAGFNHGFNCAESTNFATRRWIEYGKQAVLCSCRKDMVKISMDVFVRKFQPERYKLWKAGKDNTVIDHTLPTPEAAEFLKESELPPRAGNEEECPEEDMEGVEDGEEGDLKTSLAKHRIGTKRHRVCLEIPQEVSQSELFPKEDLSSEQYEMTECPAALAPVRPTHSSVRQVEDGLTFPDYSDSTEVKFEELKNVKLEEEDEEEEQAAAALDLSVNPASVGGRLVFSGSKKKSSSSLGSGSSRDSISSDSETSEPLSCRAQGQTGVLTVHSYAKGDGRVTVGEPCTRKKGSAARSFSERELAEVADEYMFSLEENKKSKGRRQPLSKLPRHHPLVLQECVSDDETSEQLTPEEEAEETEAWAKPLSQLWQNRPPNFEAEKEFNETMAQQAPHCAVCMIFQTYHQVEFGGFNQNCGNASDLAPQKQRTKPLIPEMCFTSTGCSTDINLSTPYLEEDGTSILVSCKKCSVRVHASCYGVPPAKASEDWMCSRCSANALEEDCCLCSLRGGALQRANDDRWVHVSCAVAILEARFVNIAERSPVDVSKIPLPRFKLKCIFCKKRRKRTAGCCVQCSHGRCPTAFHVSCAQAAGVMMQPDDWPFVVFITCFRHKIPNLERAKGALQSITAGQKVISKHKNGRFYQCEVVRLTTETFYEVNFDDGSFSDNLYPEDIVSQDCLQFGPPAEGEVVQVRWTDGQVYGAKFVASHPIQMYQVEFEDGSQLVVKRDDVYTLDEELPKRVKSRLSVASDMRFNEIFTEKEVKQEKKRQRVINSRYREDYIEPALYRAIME
The depositor's hits bear a star; u = inconclusive; x = not tested or not shown; & = joins results of further samples; [ ] = remark or other dose. Calls follow the shape of the dose curve; as a rule, active = well fitted curve in the direction sought with a large enough effect; inconclusive = small, poorly fitted or top-dose-only effect, or another doubt; inactive = no such curve, though single readings can be large; an effect the other way counts as inactive or inconclusive. Potency is read from the fitted curve at half-maximal effect. Some of the compounds tested; count on the stated rates, not on these rows.

Values run as follows: APEX1 inh | POLK inh | POLB inh | POLI inh | BLM inh | G9a inh | BAZ2B block | POLH inh | JMJD2A Tudor
COc1cccc(OCc2cc(=O)n3c(-c4ccccc4)csc3n2)c1
  x | -24% | 20µM* | -29% | -3% | 4%[59 µM] | u | -22% | -33%
CCc1ccc(NC(=O)c2cc(S(=O)(=O)N3CCCCC3)c[nH]2)cc1
  x | 4% | 3% | 23% | -4% | 26%[59 µM] | 27% | -8% | -15%
O=C(O)c1cccnc1Br
  5% | -5% | -1% | 1% | 1% | -34% | x | -9% | -18%
Clc1cc(Cl)c(Cl)c(Cl)c1Cl
  44%&3% | 19% | x | 12% | x | -2%[0.501 µM] | -12% | -10% | -14%
COc1ccc2[nH]c(=O)c(CN(C(=O)c3cccc(Cl)c3)c3ccccc3OC)cc2c1
  x | -15% | 3% | 27% | -9% | 14µM* | -10% | -9% | -12%
CCc1cccc(C)c1NC(=O)CSc1nc2ccccc2n1CC(=O)N(C)C
  -3% | 2%[60.1 µM] | 3% | 22% | 0% | -1%[12.7 µM] | 3% | 2% | 8%
O=C(O)CC(C(=O)O)C(c1ccccc1)c1ccccc1 (configuration not stated)
  x | -9% | x | -13% | x | x | x | -4% | -21%
O=C(N/N=C/c1cccc(Cl)c1)c1c(O)c2c([nH]c1=O)CCCC2
  5% | -7% | -20% | 41%[activator] | 0% | x | 2% | -11% | 7%
O=C1C=C(Nc2cccc(Cl)c2)CC(c2ccco2)C1 (configuration not stated)
  -2% | -29% | u | u | -4% | -50%[59 µM] | u | -10% | -26%
COc1ccc(-c2[nH]ncc2CN2CCC(N3CCSCC3)CC2)c(F)c1
  -1% | -5% | -20% | 72%[activator] | 1% | u | -7% | -5% | u
O=C(Nc1ccc(Oc2ccccc2)cc1)c1ccc(F)c(S(=O)(=O)N2CCN(c3ccccc3F)CC2)c1
  x | -8%[60.1 µM] | 12% | -3% | -7% | 9%[59 µM] | -3% | -4% | -28%
COc1ccc(/C=C/c2nnc(NC(=O)CC(C)C)s2)cc1
  2% | -10% | -2% | 77%[activator] | 3% | 21% | -20% | -20% | -17%
Cc1ccc([N+](=O)[O-])cc1NC(=O)c1ccc(C(C)(C)C)cc1
  -9% | -13% | -10% | 8% | -8% | 10% | -8% | -7% | -24%
CCCN(CC(=O)Nc1cc(Cl)cc(Cl)c1)CC(=O)Nc1ccc(F)c(F)c1F
  6% | -9% | 0% | 4% | -20% | 28%[59 µM] | -1% | -24% | 7%
Cc1nc2nc(C)c(CCC(=O)N3CCOCC3)c(C)n2n1
  -1% | -3% | 5% | 28% | 0% | 1%[59 µM] | -17% | -17% | -10%
Cc1cc(C(=O)CSc2nc3ccccc3c(=O)[nH]2)c(C)n1CC1CCCO1 (configuration not stated)
  -4% | 0% | 0% | 179%[activator] | -5% | -32% | -24% | -14% | -26%
CC(NC(=O)Cc1ccccc1)C1COc2ccccc2O1 (configuration not stated)
  -6% | 4% | 11% | 181%[activator] | 4% | 18% | -17% | -15% | -10%
O=C1CC2(CCN(C(=O)c3ccc(Br)cc3)CC2)Oc2ccccc21
  -6% | -6% | x | 14% | x | 9%[0.501 µM] | 12% | -4% | -17%
CCNc1nc(N2CCCC2)nc(N2CCCC2)n1
  2% | -3% | -16% | -1% | 3% | -26% | -34% | 5% | -5%
COC(=O)CCCC(=O)NC1CCCc2c1cnn2-c1ccc(F)cc1F (configuration not stated)
  13% | 5% | 11% | 6% | 1% | 46%[activator] | 13% | 4% | -5%

A section from the list above, for reference:
Values run as follows: APEX1 inh | POLK inh | POLB inh | POLI inh | BLM inh | G9a inh | BAZ2B block | POLH inh | JMJD2A Tudor
O=C(O)CC(C(=O)O)C(c1ccccc1)c1ccccc1 (configuration not stated)
  x | -9% | x | -13% | x | x | x | -4% | -21%
O=C(N/N=C/c1cccc(Cl)c1)c1c(O)c2c([nH]c1=O)CCCC2
  5% | -7% | -20% | 41%[activator] | 0% | x | 2% | -11% | 7%
O=C1C=C(Nc2cccc(Cl)c2)CC(c2ccco2)C1 (configuration not stated)
  -2% | -29% | u | u | -4% | -50%[59 µM] | u | -10% | -26%
COc1ccc(-c2[nH]ncc2CN2CCC(N3CCSCC3)CC2)c(F)c1
  -1% | -5% | -20% | 72%[activator] | 1% | u | -7% | -5% | u
O=C(Nc1ccc(Oc2ccccc2)cc1)c1ccc(F)c(S(=O)(=O)N2CCN(c3ccccc3F)CC2)c1
  x | -8%[60.1 µM] | 12% | -3% | -7% | 9%[59 µM] | -3% | -4% | -28%
COc1ccc(/C=C/c2nnc(NC(=O)CC(C)C)s2)cc1
  2% | -10% | -2% | 77%[activator] | 3% | 21% | -20% | -20% | -17%
Cc1ccc([N+](=O)[O-])cc1NC(=O)c1ccc(C(C)(C)C)cc1
  -9% | -13% | -10% | 8% | -8% | 10% | -8% | -7% | -24%
CCCN(CC(=O)Nc1cc(Cl)cc(Cl)c1)CC(=O)Nc1ccc(F)c(F)c1F
  6% | -9% | 0% | 4% | -20% | 28%[59 µM] | -1% | -24% | 7%
Cc1nc2nc(C)c(CCC(=O)N3CCOCC3)c(C)n2n1
  -1% | -3% | 5% | 28% | 0% | 1%[59 µM] | -17% | -17% | -10%
Cc1cc(C(=O)CSc2nc3ccccc3c(=O)[nH]2)c(C)n1CC1CCCO1 (configuration not stated)
  -4% | 0% | 0% | 179%[activator] | -5% | -32% | -24% | -14% | -26%

Continued.
Values run as follows: APEX1 inh | POLK inh | POLB inh | POLI inh | BLM inh | G9a inh | BAZ2B block | POLH inh | JMJD2A Tudor
CCN1CCCC1CNC(=O)C(=O)Nc1cccc(OC)c1 (configuration not stated)
  2% | -14% | 1% | 34%[activator] | -5% | u | -22% | -26% | -1%
C/C(CC(=O)Nc1cccnc1)=N\NC(=O)C(C)Oc1ccc(Cl)cc1Cl (configuration not stated)
  6% | -15% | 3% | 51%[activator] | -8% | x | -5% | -2% | -18%
CCOc1ccc(C(=O)Nc2ccc3oc(-c4ccc(Br)cc4)nc3c2)cc1
  x | -3% | 5% | 1% | -4% | 11%[59 µM] | -4% | 12% | -4%
N#Cc1c(SCC(N)=O)nc2c(c1-c1ccncc1)CCCC2
  15% | 0% | -3% | 3% | -4% | 40µM* | -4% | -17% | u
O=C(NNS(=O)(=O)c1ccc(F)cc1F)c1csc(-c2cccnc2)n1
  -6% | 4% | 10% | -1% | -2% | x | 2% | 0% | -16%
COc1ccc(N2CCN(CC(=O)Nc3cc(C)on3)CC2)cc1
  25% | -11% | 9% | 0% | -4% | 1.8µM* | 20µM* | -9% | 2.8µM*
Cc1ccc(C)c(SCc2nc3sc(C(=O)O)c(C)c3c(=O)[nH]2)c1
  1% | -19% | u | 2% | -2% | -13%[59 µM] | -13% | -17% | -32%
CCN(CC)CCN(C(=O)c1ccco1)c1nc2ccc(Cl)cc2s1
  x | -30% | -1% | -29% | -6% | -33%[59 µM] | -7% | -5% | -28%
COc1ccc(CN(C)CC(=O)Nc2sc3c(c2C#N)CCC3)cc1OC
  -7% | -2% | u | 7% | -15% | u | u | -1% | -24%
Cc1nnc(SCC(=O)NCc2cccs2)n1-c1ccccc1
  -6% | 1% | -11% | 4% | -10% | 2%[12.7 µM] | -4% | 11% | -8%
CC(C)[C@H](NC(=O)N1CC(=O)Nc2ccccc21)C(=O)N1CCC(C(=O)O)CC1
  26% | 4% | 47% | 13% | 0% | -5% | -13% | -2% | -2%
CC(C)(CSc1nncn1N)NS(=O)(=O)c1ccc(Cl)cc1
  -3% | -2% | 2% | -5% | -1% | u | u | -14% | 27%[11.4 µM]
CCOc1cc(C(=O)OCc2cc(=O)n3c(C)csc3n2)cc(OCC)c1OCC
  x | -9% | -1% | 22% | 1% | 3%[59 µM] | -4% | -8% | -2%
O=C(NCCCN1CCOCC1)C(c1ccccc1)c1ccccc1
  4% | 3% | 26% | 132%[activator] | -3% | x | 5% | -3% | -6%
O=C(NCc1ccc2c(c1)OCO2)c1ccc(CS(=O)(=O)c2cccc(C(F)(F)F)c2)o1
  1% | -10% | 0% | 19% | 1% | -3%[59 µM] | -9% | -13% | -15%
COc1cc2c(cc1OC)[C@H](C)N(C(=O)NCc1ccccc1)CC2
  38% | -6% | 19% | 129%[activator] | -4% | 10% | -9% | 2% | -3%
CCC(C(=O)Nc1c(C)cc(C)cc1C)N1CCCCCC1 (configuration not stated)
  17% | 10% | 0% | 8% | -1% | 4% | 6% | -9% | -20%
O=C(c1cc(-c2ccc(O)cc2)on1)N1CCc2ccccc2C1
  16% | -20% | -1% | 69%[activator] | -14% | -92% | 7% | -19% | u
O=C(N/N=C/c1cccs1)c1cnccn1
  1% | -16% | 57% | 13% | -1% | u | -1% | -8% | -12%
S=c1nc[nH]c2c1[nH]c1ccc(Cl)cc12
  -4% | 10% | -5% | 4% | -4% | 1.4µM* | -1% | -5% | 4.5µM*
CCOC(=O)c1ccccc1NC(=O)CSc1ccccc1
  1% | -1% | 5% | 6% | -8% | 149%[activator][59 µM] | 7% | -15% | 73%[activator]
O=C(Cn1c(=O)c(C(F)(F)F)nc2ccccc21)Nc1ccc(Br)cc1F
  x | -19% | -1% | 28% | -6% | 3%[59 µM] | 0% | -16% | -16%
COc1ccc(CC(=O)NCc2n[nH]c(=S)n2-c2ccc(F)cc2)cc1
  -2% | -10% | 40% | 12% | -9% | -36%[12.7 µM] | -18% | -3% | 50µM*
